# From PubChem BioAssay
# IL-2 act – activates IL-2 in a cell-based reporter assay. IL-2 activation reporter assay, cell-based qHTS; stimulated with anti-CD3/CD4/CD28 beads; in transgenic mouse T cells. activation, % (series mostly up to about 46 µM). 360,000 tested, 0.065% active. AID 652025; in the data active = activation above about 50%; inconclusive = mostly about 30% to 49%; note: 0% is about no effect
#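 Unstimulated transgenic mouse T cells, 750 per well, received compound and, after 60 minutes, anti-CD3/anti-CD4 bead plus anti-CD28 stimulation. EGFP and DsRed were quantified after 18 hours.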
# TGFb SMAD3 inh – blocks TGF-b signaling. Potency, µM (doses to about 46.1 µM), for inactives: at the top dose activity, negative = inhibition, most hits filed as inhibitors. AID 588855. HepG2 CAGA-GFP TGF-b/SMAD3 reporter, GFP fluorescence, 18 h; TGF-beta stimulated, 500 pg/mL final. 410,000 tested, 1.2% active; note: potency is the fitted concentration of half-maximal effect; % is set by controls: 0 for no effect and ±100 for the full control effect; nearly all actives have a fitted effect of over 65% in size
#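 GFP signal (ex488/em500-530) from TGF-beta-stimulated HEPG2 CAGA-GFP cells, 500 pg/mL final, 18 h at 37 degrees C in DMEM plus 1% FBS, normalized to unstimulated and DMSO-stimulated controls.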
# S2 tox – reduces viability in counter-screen for ATXN expression inhibitors; S2 cells (HEK-293 line with an ATXN2-luciferase reporter) viability, CellTiter-Fluor protease fluorescence, 24 h; Potency, µM (top dose mostly 56.7 µM), usual class: cytotoxic; 400,000 tested, 0.49% active; AID 651635; note: potency is the fitted concentration of half-maximal effect; nearly all actives have a fitted effect of over 40% in size
# Nrf2 ARE act – activates Nrf2 signaling | AID 624171 | AREc32 ARE-luciferase reporter (MCF7-derived line), luminescence, 24 h | Potency, µM (top dose mostly 46.1 µM), without a hit: at the highest dose activation, hits mostly activators | 410,000 tested, 0.31% active; note: potency is the fitted concentration of half-maximal effect; % of control where 0% means no effect; nearly all actives have a fitted effect of over 65% in size
#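 AREc32 cells carrying an ARE-driven firefly luciferase reporter were seeded at 1000 cells/well in OPTI-MEM with 5% FBS, then exposed to compound for 24 hr at 37 deg C. Luminescence was read with Steady-Glo after 30 min at RT.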
# Nrf2 block – Nrf2 pathway inhibition. A549 ARE-Fluc reporter, luciferase luminescence, 18-24 h. Potency, µM (titrated, usually from 46 µM), without a hit: top-dose activity change, negative = inhibition, actives largely listed as inhibitors. 360,000 tested, 2.1% active; note: potency is the fitted concentration of half-maximal effect; % is set by controls: 0 for no effect and ±100 for the full control effect; nearly all actives have a fitted effect of over 60% in size
#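 A549 ARE_Fluc cells, 5000/well, 5% FBS OPTI-MEM; compounds in dose-response, 18-24 h at 37 °C/5% CO2; CellTiter-Fluor viability read (Ex 405/Em 525), then BugLite luciferase luminescence = Nrf2 activity.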
# EPAC2 agonist – EPAC2 (human) agonism; 360,000 tested, 0.079% active; EPAC2 activation, biochemical qHTS; response scale: 100% = 6.5 mM cAMP response; Q8WZA2; Potency, µM (titrated, usually from 154 µM), without a hit: at the top dose activation, usual class: activators; note: potency is the fitted concentration of half-maximal effect; nearly all actives have a fitted effect of over 50% in size
# Target sequence (Q8WZA2 whole entry, looked up): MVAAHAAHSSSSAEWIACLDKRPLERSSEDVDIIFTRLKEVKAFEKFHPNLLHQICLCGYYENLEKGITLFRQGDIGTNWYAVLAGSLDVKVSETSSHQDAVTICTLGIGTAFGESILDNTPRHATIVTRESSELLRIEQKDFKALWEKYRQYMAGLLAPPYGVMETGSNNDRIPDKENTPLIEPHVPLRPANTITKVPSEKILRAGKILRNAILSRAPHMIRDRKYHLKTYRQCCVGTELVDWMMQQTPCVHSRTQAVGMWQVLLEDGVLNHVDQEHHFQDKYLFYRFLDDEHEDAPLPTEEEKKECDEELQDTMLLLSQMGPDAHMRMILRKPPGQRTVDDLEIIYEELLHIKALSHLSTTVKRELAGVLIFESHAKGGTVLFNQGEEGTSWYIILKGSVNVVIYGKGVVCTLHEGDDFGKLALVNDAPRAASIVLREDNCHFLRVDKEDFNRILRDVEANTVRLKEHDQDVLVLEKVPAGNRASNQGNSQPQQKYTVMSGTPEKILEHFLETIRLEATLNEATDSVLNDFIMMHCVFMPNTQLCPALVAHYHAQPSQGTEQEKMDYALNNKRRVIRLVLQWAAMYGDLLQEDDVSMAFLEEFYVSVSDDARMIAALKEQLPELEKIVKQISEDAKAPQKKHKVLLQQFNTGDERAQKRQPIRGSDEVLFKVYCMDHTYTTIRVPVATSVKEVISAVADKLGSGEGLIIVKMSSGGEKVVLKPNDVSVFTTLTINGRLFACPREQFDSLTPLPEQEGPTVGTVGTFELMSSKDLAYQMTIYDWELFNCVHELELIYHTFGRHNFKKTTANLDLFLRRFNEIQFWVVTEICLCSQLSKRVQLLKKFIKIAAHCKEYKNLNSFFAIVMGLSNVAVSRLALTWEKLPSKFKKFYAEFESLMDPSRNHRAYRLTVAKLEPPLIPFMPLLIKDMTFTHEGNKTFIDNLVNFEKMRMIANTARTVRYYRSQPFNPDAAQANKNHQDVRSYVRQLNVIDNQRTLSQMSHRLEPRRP
#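 In this primary screen, activation is scored as increased exchange of BODIPY-GDP from Rap1B by 100 nM EPAC2, with 50 uM GDP as competitor. Signal is normalized to the 6.5 mM cAMP agonist control.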
# ATXN2 expr inh – inhibitors of ATXN2 expression | 360,000 tested, 0.72% active | Potency, µM (highest dose often 57 µM), inactives show top-dose activity change, negative = inhibition, usual class: inhibitors | HEK-293 ATXN2-luciferase reporter, luminescence, 24 h; note: potency is the fitted concentration of half-maximal effect; % is set by controls: 0 for no effect and ±100 for the full control effect; nearly all actives have a fitted effect of over 55% in size
#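 ATXN2-luciferase reporter cells (luciferase flanked by upstream and downstream ATXN2 gene portions) were treated 24 h at 37 °C with compounds at up to 57 uM. SteadyGlo luminescence gave expression; GF-AFC fluorescence gave viability.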
# HepG2 viability – HepG2 cytotoxicity, counter-screen for TGF-b inhibitors | HepG2 CAGA-GFP viability, ATP luminescence, 18 h | Potency, µM (top dose mostly 46.1 µM), for inactives: at the highest dose activity change, negative = cytotoxicity, actives largely listed as cytotoxic | 410,000 tested, 0.76% active | AID 588856; note: potency is the fitted concentration of half-maximal effect; some results filed as inactive show a strong effect at the top dose
#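 HepG2 CAGA-GFP cells (1000/well, DMEM with 1% FBS) received compound, then TGF-beta at 500 pg/mL final, and were incubated 18 hours at 37 degrees C. Viability was read by CellTiter-Glo luminescence. Media-only wells were set as complete cell-killing and DMSO as no toxicity.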
# A549 viability – counter-screen for Nrf2 inhibitors: cytotoxicity in A549 cells. A549 ARE-Fluc cells, CellTiter-Fluor viability, 18-24 h. 390,000 tested, 0.16% active. Potency, µM (top dose mostly 46 µM), without a hit: at the top dose activity change, negative = cytotoxicity, hits mostly inhibitors. AID 504648; note: potency is the fitted concentration of half-maximal effect; % is set by controls: 0 for no effect and ±100 for the full control effect
#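 Cytotoxicity counterscreen: CellTiter-Fluor fluorescence was measured in A549 ARE_Fluc cells after 18-24 h of compound exposure in a concentration series. The subsequent BugLite luminescent read reports ARE-luciferase activity.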
# Active calls of the source: *; i = inactive; ? = inconclusive; . = not tested or not shown; & = joins results of further samples; [ ] = another dose, or the depositor's remark. Unless noted, calls come from the whole dose curve; as a rule, active = well fitted curve in the direction sought with a large enough effect; inconclusive = small, poorly fitted or top-dose-only effect, or another doubt; inactive = no such curve, though single readings can be large; an effect the other way counts as inactive or inconclusive. Outcome played no part in choosing rows. Share with any hit: about 4.3%.
# Preview (four entries):
SMILES,IL-2 act,TGFb SMAD3 inh,S2 tox,Nrf2 ARE act,Nrf2 block,EPAC2 agonist,ATXN2 expr inh,HepG2 viability,A549 viability
COc1ccc(N2CCN(C(=O)COC(=O)c3ccccc3OCc3ccc(F)cc3)CC2)cc1,-3.3,6%,i,-0.7%,3%,5%,-15%,4%,1%
CCOc1ccc2nc(S(=O)(=O)NC(=O)C3(C)CCN3C(=O)c3cc(C)n(C)n3)sc2c1 (stereo not given),0.5,0%,i,?,.,3%,24%,-5%,.
Cc1ccc(-c2nnc(OCc3cccnc3)c3ccccc23)cc1,-0.6,11%,?,2.4%,-6%,5%,-15%,2%,-14%
CC(C)(C)NC(=O)CSc1nnc(SCC(=O)NC(C)(C)C)s1,0.2,0%,i,-0.3%,-8%,-3%,7%,4%,-1%

# Main list, repeating the preview:
SMILES,IL-2 act,TGFb SMAD3 inh,S2 tox,Nrf2 ARE act,Nrf2 block,EPAC2 agonist,ATXN2 expr inh,HepG2 viability,A549 viability
COc1ccc(N2CCN(C(=O)COC(=O)c3ccccc3OCc3ccc(F)cc3)CC2)cc1,-3.3,6%,i,-0.7%,3%,5%,-15%,4%,1%
CCOc1ccc2nc(S(=O)(=O)NC(=O)C3(C)CCN3C(=O)c3cc(C)n(C)n3)sc2c1 (stereo not given),0.5,0%,i,?,.,3%,24%,-5%,.
Cc1ccc(-c2nnc(OCc3cccnc3)c3ccccc23)cc1,-0.6,11%,?,2.4%,-6%,5%,-15%,2%,-14%
CC(C)(C)NC(=O)CSc1nnc(SCC(=O)NC(C)(C)C)s1,0.2,0%,i,-0.3%,-8%,-3%,7%,4%,-1%
Cc1ccc(N2CC(NC(=O)C(=O)c3c[nH]c4ccccc34)CC2=O)cc1C (stereo not given),0.2,-1%,i,2.3%,-2%,3%,-10%,0%,2%
O=C(OCc1cc(=O)n2nc(-c3cccs3)sc2n1)c1ccccc1,.,-13%,i,13%,20%,.,20%,-4%,7%
CCC(C)c1ccc(NC(=O)COC(=O)C2=COCCO2)cc1 (stereo not given),-2.9,-6%,i,-0.2%,7%,7%,10%,-17%,-5%
O=C(CN1C(=O)NC2(CCCC2)C1=O)Nc1cc(S(=O)(=O)N2CCOCC2)ccc1OCC(F)(F)F,1.4,?,i,0.4%,-6%,10%,-13%,-64%,1%
CC(=O)Nc1ccc(NC(=O)C2CCN(c3cnccn3)CC2)cc1,.,-24%,?,1.0%,0%,.,4%,7%,-7%
CN(CC(=O)Nc1ccc(Cl)c(C(F)(F)F)c1)C(=O)c1ccc2c(c1)OCCO2,-0.4,-6%,i,-0.6%,-10%,1%,-2%,21%,-4%
O=[N+]([O-])c1ccccc1CSc1nc2ccccc2o1,-4.2,15%,i,26%,?,16%,66%[activator],-7%,18%
Cc1ccc(C(=O)N/C(=C\c2ccco2)C(=O)NCCCn2ccnc2)cc1,-3.6,13%,i,0.1%,-5%,9%,-13%,-30%,3%
O=C(COc1nncc2ccccc12)Nc1c(F)c(F)c(F)c(F)c1F,-7.4,-1%,i,0.0%,1%,-4%,-1%,22%,-9%
COc1ccc(NC(=O)C2=CC=CN3CCS(=O)(=O)N=C23)c(OC)c1,-0.6,6%,i,0.3%,0%,1%,-9%,-10%,-1%
CCn1cc(C(=O)N2CC=C(c3ccccc3)CC2)c(=O)c2ccc(C)nc21,-1.5,-21%,i,0.2%,0%,10%,-2%,3%,8%
Cc1ccc2nc(C3CCCCC3)c(Cc3ccccc3)n2c1,-1.0,?,13µM*,0.6%,.,9%,?,-63%,.
CN1CCCN(C(=O)c2c(F)cccc2Cl)CC1,0.1,-1%,i,0.1%,0%,23%,4%,4%,14%
O=C1CCCC(=O)C1Sc1ccc(Cl)cc1,1.7,2%,i,-0.2%,9%,-1%,-6%,2%,0%
Cc1ccccc1N1CCN(CCCCN2C(=O)C3CCCN3C2=O)CC1 (stereo not given),-2.5,3%,i,-0.5%,-1%,10%,-13%,0%,0%
COc1ccccc1/C(C)=N/NC(=O)c1nnn(-c2nonc2N)c1C(C)C,-3.6,1%,i,2.2%,-11%,7%,12%,-8%,-1%
CC1(c2ccccc2)NC(=O)N(NC(=O)COC(=O)c2cc(Br)ccc2O)C1=O (stereo not given),0.8,21%,i,-0.6%,2%,-4%,1%,-11%,-2%
Cc1ccc(NC(=O)CSc2nc3ccccc3c(=O)n2CCCC(=O)NCC2CCCO2)cc1 (stereo not given),-3.3,11%,i,0.2%,3%,9%,-13%,-1%,0%
COc1cccc(-c2nn(C)c3sc(C(=O)N4CCOCC4)cc23)c1,-0.7,0%,i,5.9%,-14%,11%,2%,-17%,8%
c1ccc(-c2cc(CSc3nc4ccccc4[nH]3)on2)cc1,-0.4,-26%,i,4.3%,?,4%,-3%,8%,-16%
COc1cc(/C=N/NC(=O)c2ccc(CN(C)S(=O)(=O)c3ccc(C)cc3)cc2)ccc1O,-0.7,0%,i,0.2%,?,1%,-19%,-7%,-19%
O=C(Nc1ccccc1-c1ccccc1)C(c1ccccc1)c1ccccc1,-0.9,0%,i,1.8%,-18%,-7%,-3%,-9%,-2%
Cc1ccc(S(=O)(=O)N(CCCO)Cc2cc3c(C)ccc(C)c3[nH]c2=O)cc1,0.2,3%,?,0.5%,-4%,7%,-12%,-1%,3%
Cc1nnc(SCC(=O)Nc2cc(C(C)(C)C)nn2-c2ccccc2)s1,-4.5,3%,i,0.0%,0%,15%,-10%,-4%,-4%
Cn1c(=O)c2c(nc(-c3ccccc3)n2C)n(Cc2ccccc2)c1=O,2.9,-1%,i,0.5%,?,-3%,43%[activator],10%,-3%
CC(C)(C)c1ccc(-c2noc(CCC(=O)Nc3cccnc3)n2)cc1,-2.8,?,i,-1.7%,0.26µM*,3%,-78%,10%,-2%
COc1ccc(NC(=O)CCNC(=O)Cn2ccc3ccccc3c2=O)c(OC)c1,0.3,-10%,i,-0.1%,12%,4%,-1%,-9%,-8%
CCn1c(CSc2nc(C)cc(C)n2)nnc1SCC(=O)N1CCCc2ccccc21,-0.7,-5%,i,-1.2%,2%,3%,2%,-3%,?
COc1ccc(S(=O)(=O)NCC(c2cccs2)N2CCc3ccccc3C2)cc1 (stereo not given),-3.7,-29%,i,1.0%,5%,5%,8%,4%,-10%
CCn1c(SCC(=O)c2ccc(OC)cc2)nnc1C1CC1,-0.8,-1%,i,-0.4%,21%,7%,19%,-4%,-5%
Nc1nnnn1CC(=O)N/N=C/C=C/c1ccccc1,14,10%,i,-0.4%,-2%,1%,2%,6%,-15%
CC(C)C[C@@H]1COc2cccc(N3CCC[C@@H]3CO)c2S(=O)(=O)N1,0.6,.,i,0.1%,.,8%,14%,.,.
Cc1cc2ccccc2n1CCC(=O)O,2.1,8%,i,0.5%,-8%,1%,-25%[11.3 µM],11%,-11%
CCCNC(=O)c1onc(CSc2ccc(Cl)cc2)c1C(=O)NC(C)C,-1.1,11%,i,-0.7%,0%,3%,-10%,18%,7%
COc1ccccc1N1CCN(C(=O)c2sc3nc4n(c(=O)c3c2C)CCC4)CC1,-0.7,-3%&-23%,i,0.1%&0.0%,-17%&-22%,4%,0%,-14%&-18%,1%&5%
CC(=O)N1CCN(CC(=O)Nc2ccc3c(c2)CCC3)CC1,-1.7,-16%,i,-0.8%,-10%,2%,7%,5%,-2%
COc1ccc(C)cc1N(C)C(=O)c1sc2nc3n(c(=O)c2c1C)CCCCC3,.,18%,.,0.3%,-17%,.,.,26%,21%
CCc1ccc(C2CC(=O)Nc3cc4c(cc32)OCO4)cc1 (stereo not given),.,-28%,i,0.9%,?,.,-24%,-21%,-3%
Cc1cc(NC(=O)COC(=O)c2oc3c(ccc4ccccc43)c2C)no1,-0.2,-2%,?,-0.9%,-13%,-13%,?,2%,-3%
CC(C)CNc1cc(NC2CCCCC2)c2c3c(onc13)-c1ccccc1C2=O,.,-33%,?,-0.4%,8%,.,-3%,-13%,-3%
CCN(CC)S(=O)(=O)c1ccc2c(c1)nc(CCC(=O)O)n2C,2.7,10%,i,-0.5%,11%,-2%,8%,-2%,-1%
CN(CCOc1ccc(Cl)cc1)C(=O)C1CCN(C(=O)c2ccc(Cl)cc2)CC1,-4.7,0%,i,4.3%,?,-10%,-10%,-15%,-4%
NC(=O)CSc1nnc(SCc2ccc(F)cc2)s1,-0.5,0%,i,-0.3%,-13%,9%,2%[11.3 µM],17%,-1%
CCOC(=O)c1sc(C)c2c(=O)n(CCCN3CCOCC3)cnc12,0.9,-5%,?,-0.2%,10%,2%,4%,3%,-5%
COc1ccc(S(=O)(=O)N(C)C[C@H]2Oc3ccc(NS(=O)(=O)c4cccs4)cc3CC(=O)N([C@H](C)CO)C[C@H]2C)cc1,-0.3,?,i,0.5%,-21%,-5%,8%,-23%,-11%
CCN(CC(=O)NCc1ccc(Cl)cc1)C(=O)CN1C(=O)NC(C)(c2ccccc2)C1=O (stereo not given),-0.7,-9%,i,0.3%,-11%,2%,3%,27%,1%
O=S(=O)(NCC1CCCO1)c1ccc(S(=O)(=O)N(Cc2ccccc2F)C2CCCCC2)cc1 (stereo not given),-0.7,?,i,-0.2%,-7%,11%,-9%,-27%,0%
CCCC(O)(c1ccc(Cl)cc1)C(CN1CCOCC1)c1ccccc1 (stereo not given),-4.0,13µM*,?,3.3%,-2%,9%,-15%,-71%,-1%
C=CCOc1ccccc1/C=N/NC(=O)c1ccc(Cl)cc1Cl,0.2,-3%,i,11%,6%,9%,2%,-8%,4%
CC(=O)NNC(=O)c1cc2sccc2s1,1.1,2%,i,-0.7%,-5%,11%,-4%,14%,0%
CCOc1ccc(Br)cc1S(=O)(=O)N1CCSC1,-1.3,0%,i,-0.4%,5%,12%,-15%,3%,5%
